From PubChem
Mito fusion yeast – mitochondrial division inhibition or fusion activation | S. cerevisiae fusion-defective mutant growth rescue, CellTiterGlo 48 h | Potency, µM (doses to about 46.1 µM), for the others: at the highest dose growth rescue (activation), hits mostly activators | 0.23% of 320,000 active;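 note: potency is the fitted concentration of half-maximal effect; % of control where 0% means no effect; nearly all actives have a fitted effect of over 45% in size; temperature-sensitive fusion mutants such as fzo1-1 at 37 °C on non-fermentable ethanol glycerol medium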
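Read-out: ATP-based luminescence (CellTiterGlo, 10 min ambient) reporting growth of fusion-defective ts yeast after 48 hours at 37C on glycerol/ethanol YPEG medium in the presence of compound.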
KCNH2 3.1 inh – blocks the human KCNH2 3.1 channel isoform. U2OS KCNH2 3.1, thallium flux FluxOr; stronger effect = lower value. 0.95% of 340,000 active. activity change, % (tested at about 1.8 µM);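 active = maximum activity change below -70%; inconclusive = maximum activity change from -70% to -50%; inactive = maximum activity change above -50%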;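 note: thallium influx rate constant from kinetic fluorescence after stimulation buffer; % is set by controls: 0 for no effect and ±100 for the full control effect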
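Thallium flux read-out: FluxOr dye with Red40 quencher in HBSS/HEPES, 45 min at RT. Rate constants from kinetic reads were normalized to positive and negative DMSO controls. Cells: U2OS virally expressing the 3.1 isoform.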
Rab9 promoter act – Rab9 promoter activation. Huh7 Rab9 promoter-luciferase reporter, luminescence, 24 h. Potency, µM (doses to about 9.22 µM), inactives show at the highest dose activation, negative = inhibition, usual class: activators. 2.8% of 320,000 active. AID 485297; note: potency is the fitted concentration of half-maximal effect; % of control where 0% means no effect; nearly all actives have a fitted effect of over 60% in size
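Rab9 promoter-driven luciferase in stably transfected Huh7 cells; 1500 cells/well rested 2 h, exposed to compound in DMSO for 24 h at 37 °C, 5% CO2. Luminescence read 10 min after adding luciferase reagent at ambient temperature.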
NPC1 promoter act – activators of NPC1 promoter | Huh7 NPC1 promoter luciferase reporter, 24 h | Potency, µM (doses to about 9.22 µM), inactives show at the highest dose activation, most hits filed as activators | 2.4% of 320,000 active;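 note: potency is the fitted concentration of half-maximal effect; % of control where 0% means no effect; nearly all actives have a fitted effect of over 60% in size; reporter is driven by a mutant NPC1 promoter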
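Huh7 cells stably carrying NPC1 promoter–luciferase, plated in Opti-MEM with 10% FBS for 2 h, were exposed to compound in DMSO for 24 h at 37 °C; luciferase reagent was added for 10 min and luminescence read.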
PKM2 activator – PKM2 (human) enzyme activation; P14618; AID 1631; Potency, µM (titrated, usually from 57.5 µM), inactives show at the top dose activation, hits mostly activators; purified PKM2, Kinase-Glo ATP luminescence, activation; response scale: 0% is enzyme alone, no compound; 0.34% of 260,000 active; note: potency is the fitted concentration of half-maximal effect; % is set by controls: 0 for no effect and ±100 for the full control effect; nearly all actives have a fitted effect of over 55% in size
Target sequence (P14618 whole entry, looked up): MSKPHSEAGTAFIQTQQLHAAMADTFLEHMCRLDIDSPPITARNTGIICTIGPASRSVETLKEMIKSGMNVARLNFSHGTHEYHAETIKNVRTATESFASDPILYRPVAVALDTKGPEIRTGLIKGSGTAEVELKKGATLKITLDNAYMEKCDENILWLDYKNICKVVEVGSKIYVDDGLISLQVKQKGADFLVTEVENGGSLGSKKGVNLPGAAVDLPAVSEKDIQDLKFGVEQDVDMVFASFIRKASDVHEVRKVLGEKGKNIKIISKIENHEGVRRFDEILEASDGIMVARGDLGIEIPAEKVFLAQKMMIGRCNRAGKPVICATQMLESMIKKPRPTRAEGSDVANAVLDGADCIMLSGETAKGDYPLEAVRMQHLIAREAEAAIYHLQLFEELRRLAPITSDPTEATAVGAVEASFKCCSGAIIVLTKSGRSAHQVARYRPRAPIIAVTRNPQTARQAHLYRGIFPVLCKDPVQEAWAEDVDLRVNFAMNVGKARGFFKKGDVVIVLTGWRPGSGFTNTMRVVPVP
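Purified hPK-M2 (>95%) run at intermediate activity with 0.1 mM ADP and 0.5 mM PEP in 50 mM imidazole pH 7.2, KCl, MgCl2; 1 h room temperature. ATP formed read by Kinase-Glo luminescence; normalized to uninhibited and no-enzyme controls.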
FLuc modulator – counter-screen for miR-21 project: firefly luciferase inhibitors or activators; Potency, µM (series often up to 57.5 µM), for the others: at the highest dose activity change, negative = inhibition, actives largely listed as inhibitors; purified FLuc, Km substrates, luminescence inhibition; AID 588342; 6.9% of 360,000 active; P08659;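 note: potency is the fitted concentration of half-maximal effect; plate controls were vehicle for no effect and reference inhibitor for full effect; nearly all actives have a fitted effect of over 55% in size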
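Purified P. pyralis luciferase, 10 nM final, with Km-level 10 uM D-luciferin and 10 uM ATP in 50 mM Tris acetate pH 7.5, 10 mM Mg acetate, 0.01% Tween-20, 0.05% BSA; 6-point qHTS titration about 60 µM downward; luminescence read.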
Gal4-VP16 FLuc – counter-screen for ROR gamma inhibitors: Gal4-VP16 reporter; Potency, µM (series often up to 53.6 µM), for inactives: at the top dose activity, negative = inhibition, hits mostly inhibitors; Drosophila S2 Gal4-VP16 UAS-luciferase, luminescence, 20 h; 3.5% of 310,000 active;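 note: Gal4-VP16 expression switched on by copper sulfate through the metallothionein promoter; potency is the fitted concentration of half-maximal effect; % is set by controls: 0 for no effect and ±100 for the full control effect; nearly all actives have a fitted effect of over 50% in size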
RORg inh – blocks mouse ROR gamma transcriptional activity; Drosophila S2 Gal4-RORgamma UAS-luciferase reporter, 20 h; Potency, µM (top dose mostly 53.6 µM), inactives show at the top dose activity change, negative = inhibition, most hits filed as inhibitors; 5.4% of 310,000 active; note: potency is the fitted concentration of half-maximal effect; % is set by controls: 0 for no effect and ±100 for the full control effect; nearly all actives have a fitted effect of over 60% in size
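Drosophila S2 cells stably expressing Gal4-DBD/mouse RORγ fusion under metallothionein promoter plus UAS-luciferase; compound 1 h, then 700 uM CuSO4 induction for 20 h at ambient temperature; inhibition read as reduced luminescence.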
Menin-MLL TR inh – displaces Texas Red mutant MLL peptide from human menin; O00255; 0.23% of 270,000 active; AID 1768; Menin + Texas Red MLL mutant peptide, fluorescence polarization; Potency, µM (highest dose often 61.6 µM), inactives show top-dose FP activity change, negative = inhibition, usual class: inhibitors; active = well fitted inhibition curve with a large enough effect in the polarisation, with a control signal flat, not every such curve was filed as active; inconclusive = small, poorly fitted or top-dose-only effect, or effect the other way, or a change in a side signal; inactive = no such curve, though single readings can be large or run the other way; the % refers to the polarisation; note: potency is the fitted concentration of half-maximal effect; % of control where 0% means no effect; many of its hits are not listed in these tables
ELG1 DNA repair – inhibitors of ELG1-dependent DNA repair in HEK293T cells. 2.3% of 330,000 active. Potency, µM (doses to about 46.1 µM), inactives show top-dose activity change, negative = inhibition, hits mostly inhibitors. HEK293T ELG1-luciferase reporter, luminescence, 16 h; DNA damage induced by 5-fluorouridine. AID 504467; note: potency is the fitted concentration of half-maximal effect; % is set by controls: 0 for no effect and ±100 for the full control effect; nearly all actives have a fitted effect of over 55% in size
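Cells (2,000 per well) received 5-fluorouridine plus test compound or DMSO and were incubated 16 hr at 37 °C, 5% CO2. Luciferase activity was read by luminescence 30 min after ONE-Glo addition; signal suppression marked inhibition of damage-induced ELG1 function.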
MBNL1-CUG inh – inhibitors of human MBNL1 binding to CUG repeat RNA; Q9NR56; TR-FRET MBNL1-His/biotin-(CUG)12 binding, 665/545 ratio; Potency, µM (top dose mostly 57.5 µM), without a hit: at the highest dose activity change, negative = inhibition, hits mostly inhibitors; 0.036% of 280,000 active; active = well fitted inhibition curve with a large enough effect in the signal ratio, with a control signal flat, not every such curve was filed as active; inconclusive = small, poorly fitted or top-dose-only effect, or effect the other way, or a change in a side signal; inactive = no such curve, though single readings can be large or run the other way; the % refers to the signal ratio; note: potency is the fitted concentration of half-maximal effect; % is set by controls: 0 for no effect and ±100 for the full control effect
Target sequence (Q9NR56 whole entry, looked up): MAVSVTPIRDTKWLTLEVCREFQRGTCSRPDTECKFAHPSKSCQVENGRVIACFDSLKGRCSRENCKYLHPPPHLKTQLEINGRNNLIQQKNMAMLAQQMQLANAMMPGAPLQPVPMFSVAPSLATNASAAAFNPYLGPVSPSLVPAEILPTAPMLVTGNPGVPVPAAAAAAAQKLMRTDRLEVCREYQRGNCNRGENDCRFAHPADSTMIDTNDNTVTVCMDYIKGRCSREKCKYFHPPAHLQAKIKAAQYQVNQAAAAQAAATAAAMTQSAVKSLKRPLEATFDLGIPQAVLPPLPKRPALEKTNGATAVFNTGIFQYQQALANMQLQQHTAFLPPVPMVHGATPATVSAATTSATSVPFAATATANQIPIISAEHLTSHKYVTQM
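Inhibition of protein-RNA binding appears as loss of TR-FRET between terbium anti-His antibody on MBNL1-His and streptavidin-XL665 on biotin-(CUG)12. Activity is normalized to buffer-only and uninhibited-complex controls.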
Active calls of the source: *; [ ] = dose if it differs, or a comment. Unless noted, calls come from the whole dose curve; as a rule, active = well fitted curve in the direction sought with a large enough effect; inconclusive = small, poorly fitted or top-dose-only effect, or another doubt; inactive = no such curve, though single readings can be large; an effect the other way counts as inactive or inconclusive.

`O=C(COC(=O)c1ccc(O)cc1)Nc1ccc(N2CCCCC2)cc1` gave Mito fusion yeast 1%, KCNH2 3.1 inh 4, Rab9 promoter act 4%, NPC1 promoter act -3%, PKM2 activator -2%, FLuc modulator inconclusive, Gal4-VP16 FLuc 14%, RORg inh 8%, Menin-MLL TR inh 6%, ELG1 DNA repair 16% and MBNL1-CUG inh 13%.
`Cc1cccc(NC(=O)Nc2c(C)n(C)n(-c3ccccc3)c2=O)c1C` gave Mito fusion yeast -2%, KCNH2 3.1 inh -1, Rab9 promoter act -1%, NPC1 promoter act -6%, PKM2 activator -9%, FLuc modulator 1%, Gal4-VP16 FLuc -2%, RORg inh -1%, ELG1 DNA repair 18% and MBNL1-CUG inh -2%.
For COCCNC(=S)N1CCN(c2nc(-c3cccc(OC)c3)cs2)CC1 the results were Mito fusion yeast -1%, KCNH2 3.1 inh -19, Rab9 promoter act -1%, NPC1 promoter act -1%, PKM2 activator -1%, FLuc modulator inconclusive, Gal4-VP16 FLuc 14%, RORg inh 22%, Menin-MLL TR inh inconclusive, ELG1 DNA repair 1% and MBNL1-CUG inh 8%.
`Cn1c(SCc2cccc(C(F)(F)F)c2)nnc1-c1ccco1` gave Mito fusion yeast 3%, KCNH2 3.1 inh 0, Rab9 promoter act 6%, NPC1 promoter act -1%, PKM2 activator 5%, FLuc modulator -6%, Gal4-VP16 FLuc 22%, RORg inh 33%, Menin-MLL TR inh -10%, ELG1 DNA repair 10% and MBNL1-CUG inh 3%.
For COc1ccc(Cn2c3ccc(OC)cc3c3nc4ccccc4nc32)cc1 the results were Mito fusion yeast 4%, KCNH2 3.1 inh 7, Rab9 promoter act -2%, NPC1 promoter act -3%, PKM2 activator 9%, FLuc modulator 2%, Gal4-VP16 FLuc -7%, RORg inh -11%, Menin-MLL TR inh 9%, ELG1 DNA repair -10% and MBNL1-CUG inh -3%.
Screening NC(=O)c1nsc(C(=O)N(Cc2ccc(F)cc2)C(C(=O)NCC2CCCO2)c2ccc(O)cc2)c1N (stereo unspecified) returned Mito fusion yeast -2%, KCNH2 3.1 inh 0, Rab9 promoter act 0%, NPC1 promoter act -1%, PKM2 activator 0%, FLuc modulator 1%, Gal4-VP16 FLuc 3%, RORg inh inconclusive, Menin-MLL TR inh 22%, ELG1 DNA repair -7% and MBNL1-CUG inh inconclusive.
Screening CN1CCN(C(=O)CN(CCc2ccccc2)S(C)(=O)=O)CC1 returned Mito fusion yeast -1%, KCNH2 3.1 inh 5, Rab9 promoter act 22%, NPC1 promoter act -3%, PKM2 activator 6%, FLuc modulator 1%, Gal4-VP16 FLuc -1%, RORg inh -3%, Menin-MLL TR inh 0%, ELG1 DNA repair 2% and MBNL1-CUG inh -1%.
Screening O=C(Nc1ccc(Cl)c(Cl)c1)N(Cc1cccnc1)Cc1ccco1 returned Mito fusion yeast 1%, KCNH2 3.1 inh 7, Rab9 promoter act -12%, NPC1 promoter act -7%, PKM2 activator 0%, FLuc modulator 5%, Gal4-VP16 FLuc -8%, RORg inh 35%, Menin-MLL TR inh 25%, ELG1 DNA repair -8% and MBNL1-CUG inh 1%.
`COc1ccc(NC(=O)C2CCCN(S(=O)(=O)c3cccc4cccnc34)C2)c(OC)c1` (stereo unspecified) gave Mito fusion yeast 2%, KCNH2 3.1 inh 0, Rab9 promoter act 2%, NPC1 promoter act 2%, PKM2 activator 0%, FLuc modulator 1%, Gal4-VP16 FLuc 2%, RORg inh 19%, Menin-MLL TR inh 4%[11.7 µM], ELG1 DNA repair inconclusive and MBNL1-CUG inh 12%.
Screening CC(C)CN(C(=O)CSc1nnc2ccccn12)c1c(N)n(CC(C)C)c(=O)[nH]c1=O returned Mito fusion yeast 1%, KCNH2 3.1 inh 3, Rab9 promoter act -5%, NPC1 promoter act -2%, PKM2 activator 1%, FLuc modulator 0%, Gal4-VP16 FLuc 1%, RORg inh 4%, Menin-MLL TR inh -3%, ELG1 DNA repair -6% and MBNL1-CUG inh 6%.
For CC1CCCN(CCC(=O)c2ccc(Br)cc2)C1 (stereo unspecified) the results were Mito fusion yeast -3%, KCNH2 3.1 inh 26, Rab9 promoter act -3%, NPC1 promoter act -1%, PKM2 activator 0%, FLuc modulator 1%, Gal4-VP16 FLuc 20µM*, RORg inh inconclusive, Menin-MLL TR inh 1%, ELG1 DNA repair 17% and MBNL1-CUG inh -2%.
Cc1ccc(NC(=S)NCC2CCN(C(C)c3ccccc3)C2)cc1 (stereo unspecified) was read as Mito fusion yeast -11%, KCNH2 3.1 inh -37, Rab9 promoter act -3%, NPC1 promoter act 0%, PKM2 activator 0%, FLuc modulator 5%, Gal4-VP16 FLuc inconclusive, RORg inh inconclusive, Menin-MLL TR inh -7%, ELG1 DNA repair 6% and MBNL1-CUG inh -17%.
CCCn1c(SCC(=O)Nc2nc3ccccc3s2)nc2c1c(=O)n(C)c(=O)n2C was read as Mito fusion yeast -4%, KCNH2 3.1 inh -14, Rab9 promoter act -8%, NPC1 promoter act -4%, PKM2 activator 7%, FLuc modulator 7%, Gal4-VP16 FLuc -2%, RORg inh 0%, ELG1 DNA repair -18% and MBNL1-CUG inh 1%.
`COc1ccc2cc(CCNC(=O)C3CC3)c(=O)[nH]c2c1` gave Mito fusion yeast -1%, KCNH2 3.1 inh -6, Rab9 promoter act 10%, NPC1 promoter act -1%, PKM2 activator 26%, FLuc modulator 4%, Gal4-VP16 FLuc -16%, RORg inh -1%, Menin-MLL TR inh -26%, ELG1 DNA repair inconclusive and MBNL1-CUG inh -8%.
Screening Cc1ccc(NC(=O)C(C)Sc2nnc(C)n2C2CC2)cc1S(=O)(=O)N1CCOCC1 (stereo unspecified) returned Mito fusion yeast -4%, KCNH2 3.1 inh -7, Rab9 promoter act -11%, NPC1 promoter act -1%, FLuc modulator 6% and ELG1 DNA repair 6%.
CCCCCCCCCCOC(=O)Cn1c(COc2cccc(C)c2)[n+](C)c2ccccc21 was read as Mito fusion yeast -27%, KCNH2 3.1 inh -26, Rab9 promoter act -2%, NPC1 promoter act -3%, PKM2 activator -6%, FLuc modulator 5%, Gal4-VP16 FLuc 11µM*, RORg inh -85%, Menin-MLL TR inh inconclusive, ELG1 DNA repair -3% and MBNL1-CUG inh 5%.
`Cc1ccc(NC(=O)COC(=O)c2sccc2C)cc1S(=O)(=O)N1CCOCC1` gave Mito fusion yeast -5%, KCNH2 3.1 inh -1, Rab9 promoter act 1%, NPC1 promoter act -1%, PKM2 activator 1%, FLuc modulator -3%, Gal4-VP16 FLuc 19%, RORg inh inconclusive, Menin-MLL TR inh 22%, ELG1 DNA repair inconclusive and MBNL1-CUG inh -9%.
CCOC(=O)Cc1csc(NC(=O)CCc2ccccc2)n1 was read as Mito fusion yeast -3%, KCNH2 3.1 inh 1, Rab9 promoter act 0%, NPC1 promoter act -3%, PKM2 activator -1%, FLuc modulator inconclusive, Gal4-VP16 FLuc -3%, RORg inh 24%, Menin-MLL TR inh 18%, ELG1 DNA repair -14% and MBNL1-CUG inh 5%.
Screening N#C/C(=C(O)\C=C\c1ccccc1)c1nc2ccccc2[nH]1 returned Mito fusion yeast 6%, KCNH2 3.1 inh 13, Rab9 promoter act 1%, NPC1 promoter act 2%, PKM2 activator -1%, FLuc modulator inconclusive, Gal4-VP16 FLuc -21%, RORg inh 2µM*, ELG1 DNA repair 12% and MBNL1-CUG inh 8%.
`CCN(Cc1ccccc1)S(=O)(=O)c1ccc(C(=O)N(CCCN(C)C)c2nc3cc(C)cc(C)c3s2)cc1` gave Mito fusion yeast -17%, KCNH2 3.1 inh -37, Rab9 promoter act -6%, NPC1 promoter act -9%, FLuc modulator 2% and ELG1 DNA repair inconclusive.

These rows are one share of the data. The share of hits here may be higher or lower than overall.
